CSN inh = CSN deneddylation inhibition; Q92905; Purified CSN, SCF-Nedd8-OG deneddylation, fluorescence polarization; inhibition, % at 12.5 µM; 360,000 compounds, 0.38% hits; AID 651999;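 active means pattern-corrected inhibition above about 35%, with an unprinted fluorescence ratio check between 0.5 and 1.5, limit read from the data, passing the limit was not always enough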;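 further: 0% = enzyme with substrate and 100% = substrate without enzyme; some results filed as inactive read as strong as hits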
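test system = HEK293T-derived human Csn5 enzyme | amount = 0.24 nM Csn5 enzyme, final concentration | medium = Tris/NaCl/DTT buffer, pH 7.5 | schedule = 90 min reaction at room temperature | signal = FP | evaluation = inhibition of Csn5 cleavage, % | compound dosing = single dose of 12.5 µM compound with 0.25% DMSO | probe or stimulus = 10 nM SCFSkp2-Nedd8OG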
Rpn11 inh = blocks the human proteasome subunit Rpn11. calls only at 20 µM. 360,000 compounds, 0.59% hits. human 26S proteasome, Ub4-pepOG fluorescence polarization; 20S core pre-blocked with epoxomicin. AID 588493;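 active means inhibition at 20 µM, scaled to each plate's controls, above about 33%, limit read from the data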
Target sequence (O00487 whole entry, looked up): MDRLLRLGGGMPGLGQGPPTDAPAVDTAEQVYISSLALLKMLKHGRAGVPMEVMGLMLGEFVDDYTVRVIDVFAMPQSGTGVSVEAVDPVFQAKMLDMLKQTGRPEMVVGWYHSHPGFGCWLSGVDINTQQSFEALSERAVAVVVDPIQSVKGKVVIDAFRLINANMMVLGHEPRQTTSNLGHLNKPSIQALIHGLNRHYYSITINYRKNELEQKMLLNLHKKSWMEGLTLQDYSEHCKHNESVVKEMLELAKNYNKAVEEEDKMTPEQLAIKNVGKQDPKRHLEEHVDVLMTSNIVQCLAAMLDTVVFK
NadD inh = blocks S. aureus nicotinate mononucleotide adenylyltransferase. AID 602399. 360,000 compounds, 0.78% hits. inhibition, % at 20 µM. purified NadD enzyme, colorimetric absorbance read-out; in the data active means inhibition above about 26%; further: some compounds past the cut are filed as inactive
Neddyl block = blocks human cullin neddylation | P61081+Q13564 | TR-FRET cullin neddylation, biochemical | calls only at 25 µM | 360,000 compounds, 0.58% hits | AID 651699; in the data active means inhibition above about 36%
Scp1 inh = blocks human Scp-1 phosphatase activity. Recombinant Scp1, phosphopeptide, malachite green phosphate absorbance. inhibition, % at 20 µM. 340,000 compounds, 0.88% hits. AID 493091;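 active means inhibition above about 50% at 20 µM, limit read from the data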;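 further: plate controls were DMSO wells with enzyme for no effect and wells lacking enzyme for full effect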
Target sequence (Q9GZU7 76-261 limits assumed): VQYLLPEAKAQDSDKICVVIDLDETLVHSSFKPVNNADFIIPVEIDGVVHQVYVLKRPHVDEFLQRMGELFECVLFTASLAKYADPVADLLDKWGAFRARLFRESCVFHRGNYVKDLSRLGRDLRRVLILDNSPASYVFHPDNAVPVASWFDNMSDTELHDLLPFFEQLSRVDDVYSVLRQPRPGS
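Test system – truncated SCP-1 phosphatase (76-261aa) · Reagent – Phosphorylated 17-residue peptide substrate · Incubation – 45 min room-temperature reaction, 5 min colour, 30 min stabiliser · Detection – colorimetric phosphate reagent with accelerator and stabiliser, absorbance at 630 nm · Measure – % inhibition at 20 µM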
Rin1 Abl inh = inhibitors of human Rin1-Abl protein interaction. inhibition, % at 7.35 µM. P00519+Q13671. TR-FRET Rin1/Abl binding, biochemical. 360,000 compounds, 0.4% hits; in the data active means inhibition above about 5%, passing the limit was not always enough
STEP block = blocks human striatal-enriched tyrosine phosphatase; P54829; recombinant STEP, OMFP fluorogenic substrate, fluorescence; inhibition, % at 20 µM; 360,000 compounds, 0.25% hits; AID 588621;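 active means inhibition at 20 µM, scaled per plate between control wells, above about 37%, limit read from the data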;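 further: 0% = DMSO with enzyme and substrate and 100% = substrate only without enzyme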
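Also added – OMFP at 25 µM · Test system – STEP tyrosine phosphatase · Technique – FITC-channel fluorescence of OMFP product · Schedule – 20 min at room temperature, dark · Evaluation – control-normalized % inhibition with plate pattern correction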
LMPTP inh = LMPTP (human) inhibition; inhibition, % at 20 µM; AID 651560; P24666; recombinant LMPTP-A, OMFP fluorogenic substrate, fluorescence intensity; 360,000 compounds, 0.22% hits;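 active means compounds that cut the enzyme signal by at least half of the control window in the single-dose screen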;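 further: plate controls were DMSO wells with enzyme plus substrate for no effect and substrate without enzyme for full effect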
Target sequence (P24666 whole entry, looked up): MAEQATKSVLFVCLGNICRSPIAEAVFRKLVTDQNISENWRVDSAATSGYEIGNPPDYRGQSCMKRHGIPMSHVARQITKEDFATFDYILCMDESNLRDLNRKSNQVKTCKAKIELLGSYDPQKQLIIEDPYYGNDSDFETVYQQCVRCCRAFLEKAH
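Assay system: LMPTP-A, protein tyrosine phosphatase of low molecular weight / Medium: pH 6.0 Bis-Tris buffer with DTT and Triton X-100 / Schedule: 50 min enzyme reaction at room temperature, protected from light / Measured by: endpoint fluorescence intensity from OMFP dephosphorylation / Read-out basis: % inhibition relative to no-enzyme and uninhibited control wells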
SUMO1-SIM PPI = alters human SUMO1 binding to SIM partners; SUMO1 binding to a labelled peptide, TR-FRET, 1 h; 360,000 compounds, 0.33% hits; P63165; inhibition, % at 20 µM; in the data active means inhibition above about 37%
Target sequence (P63165 whole entry, looked up): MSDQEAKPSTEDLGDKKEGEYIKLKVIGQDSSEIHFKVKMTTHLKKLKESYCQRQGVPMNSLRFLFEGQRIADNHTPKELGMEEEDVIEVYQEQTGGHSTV
DNMT1 inh = blocks human DNA methyltransferase DNMT1. AID 588458. inhibition (reported as % activation of signal), % at 10 µM. P26358. 360,000 compounds, 0.83% hits. DNMT1 molecular beacon, Hinp1I cleavage, fluorescence; in the data active means inhibition above about 50%
Starred values were filed as active, the others as inactive; i = inactive; x = no result given; + = active, no number.

SMILES | CSN inh | Rpn11 inh | NadD inh | Neddyl block | Scp1 inh | Rin1 Abl inh | STEP block | LMPTP inh | SUMO1-SIM PPI | DNMT1 inh
CC(C)(C)c1nc2scc(-c3ccc(Cl)cc3)c2c(=O)o1 | 2.2 | i | -5.2 | i | -3.6 | -0.2 | -1.0 | 0.5 | 0.4 | 2.6
COc1ccc(Nc2nc(C(=O)NCc3ccco3)cs2)cc1 | -0.2 | i | 0.4 | i | 0.9 | -3.8 | 2.9 | 8.0 | -3.2 | 0.1
Cn1c(NC(=O)c2ccc(S(=O)(=O)N3CCCCC3)cc2)cc(=O)n(C)c1=O | -15.2 | i | 3.1 | i | 6.8 | 2.9 | -2.2 | -1.1 | 0.5 | 5.4
COc1ccc(CCNc2nc(C)cc(=O)[nH]2)cc1OC | 4.8 | i | -1.9 | i | -6.1 | -2.6 | 5.7 | -0.4 | 1.1 | 0.6
COc1ccc(OC)c(NC(=O)CCN2CCN(Cc3ccccc3)CC2)c1 | -2.1 | i | -0.9 | i | -6.8 | 4.8 | -5.2 | -1.8 | -1.7 | 5.5
O=C(O)C(CCCCN1C(=O)c2ccccc2C1=O)N1C(=O)c2ccccc2C1=O (stereo not drawn) | 1.7 | i | -0.6 | i | 3.6 | 1.8 | -1.9 | -1.5 | -1.2 | 0.2
CCOc1ccc(OCC(=O)OCC(=O)N2CCN(S(=O)(=O)c3ccc(C)cc3C)CC2)cc1 | -1.9 | i | 2.1 | i | -3.4 | 1.5 | -2.8 | -0.9 | 1.8 | 9.0
CC(Nc1cccc(F)c1)C(=O)Nc1ccc(S(N)(=O)=O)cc1 (stereo not drawn) | -5.6 | i | -3.8 | i | -8.3 | 1.6 | -2.1 | -0.2 | 7.0 | 0.3
COc1ccc(Br)cc1CN(C)C(=O)C1CC(=O)N(C2CCCC2)C1 (stereo not drawn) | -3.7 | i | 6.7 | i | -2.7 | 0.1 | -4.4 | 0.5 | -1.3 | -1.6
C=CC[C@H](CC(=O)OC(C)(C)C)C(=O)OC[C@@H]1CCCN1C(=O)[C@@H](CC=C)CC(=O)N[C@H](CO)Cc1ccccc1 | -3.2 | i | -6.6 | i | -8.2 | -0.4 | 0.8 | -1.9 | 4.9 | 0.3
O=C(NCc1ccccn1)C1CCC(=O)N(Cc2ccc(Cl)cc2)C1 (stereo not drawn) | -4.5 | i | 2.3 | i | -0.9 | -2.9 | -2.0 | 0.1 | -1.6 | 3.2
CC(=O)NC(Cc1c[nH]c2ccccc12)C(=O)O (stereo not drawn) | 0.1 | i | -1.8 | i | -4.0 | -1.8 | -0.4 | -1.8 | 4.3 | 8.2
COc1ccc(C2CCCN2C(=O)c2cccs2)cc1 (stereo not drawn) | -2.8 | i | -1.3 | i | -3.1 | -2.8 | -2.9 | -3.2 | 0.8 | 1.9
CCOc1cc(C2C(C(=O)OC(C)C)=C(C)NC3=C2C(=O)CCC3)cc([N+](=O)[O-])c1O (stereo not drawn) | -13.9 | i | -0.5 | i | -7.3 | -2.0 | -1.5 | -0.7 | -4.0 | 2.5
Fc1ccc2c(c1)C1OCCCC1C(c1ccccc1)N2 (stereo not drawn) | 0.8 | i | -4.6 | i | -6.0 | 0.5 | 7.1 | 1.9 | 4.8 | 2.5
CC1(C(=O)NS(=O)(=O)c2ccccc2)CCN1C(=O)Cc1ccccc1Cl (stereo not drawn) | -0.1 | i | -7.3 | i | x | 0.4 | 1.7 | -2.0 | 0.2 | 3.0
O=C(Oc1cccc2cccnc12)c1cccc(-n2cnnn2)c1 | -0.5 | i | -4.6 | i | -2.2 | 3.0 | -2.6 | -2.6 | -0.1 | -9.0
Cc1cc(C)n2c(-c3ccccc3Cl)nnc2n1 | -0.6 | i | -1.1 | x | -8.3 | -1.4 | 0.9 | -2.2 | -0.1 | -2.9
O=C(CC1SCCNC1=O)Nc1cccc([N+](=O)[O-])c1 (stereo not drawn) | -1.1 | i | 4.7 | i | -5.0 | 0.4 | 0.1 | -0.5 | -13.0 | 2.3
COc1ccccc1-c1nnc(NC(=O)CCS(=O)(=O)c2ccc(F)cc2)o1 | 2.7 | i | 1.9 | i | x | 0.9 | 0.7 | -2.6 | 6.4 | 0.6
CCN(CC(F)(F)C(F)F)S(=O)(=O)c1ccc(NC(=O)OC)cc1 | 2.6 | i | -5.6 | i | -3.4 | -1.5 | -4.1 | -1.0 | 2.9 | -3.8
CC(C)c1ccc(S(=O)(=O)/N=C2\C=C(NS(=O)(=O)c3ccccc3)C(=O)c3ccccc32)cc1 | 4.7 | i | 41.3* | i | -5.3 | -4.4 | 4.5 | 4.1 | -14.7 | -20.6
O=C1CSC(c2ccccc2Br)N1c1ccc(Cl)cn1 (stereo not drawn) | 0.8 | i | -11.9 | i | -9.7 | -0.9 | 3.0 | 0.8 | 3.6 | 5.8
O=S(Cc1ccccc1)Cc1ccccc1 | 6.5 | i | 1.0 | i | -1.3 | -2.9 | -3.5 | -1.2 | -1.0 | -2.5
CCOc1ccc(CCNC(=O)CCC(=O)N2CCOc3ccccc32)cc1OCC | -5.6 | i | -6.4 | i | -1.2 | 0.7 | 2.0 | -1.6 | -2.3 | 0.5
CCOc1ccc(-c2c(C(=O)N/N=C/C3CCCCC3)nnn2-c2nonc2N)cc1 | -0.3 | i | 7.1 | i | 0.8 | 1.6 | -2.4 | -3.2 | -0.5 | 6.2
CC(C)(C)OC(=O)C[C@@H]1C/C=C\C[C@H](CC(=O)N(CCO)Cc2ccccc2)C(=O)N2CCC[C@@H]2COC1=O | -2.0 | i | -0.9 | i | -11.3 | 0.9 | -0.4 | -1.5 | -3.9 | 6.1
CCC(C(=O)NC1CCCC1)N(Cc1ccccc1Cl)C(=O)c1snc(C(N)=O)c1N (stereo not drawn) | 1.9 | i | -1.6 | i | 1.8 | 1.5 | -0.6 | 0.6 | -15.0 | 1.1
CCn1cc(C(=O)O)c(=O)c2cc(F)c(N3CCN(C(=S)NC(=O)c4ccc(OC)cc4)CC3)cc21 | -5.4 | i | 14.9 | + | -9.1 | 4.1 | 6.6 | 67.3* | 5.6 | 0.9
CCCCN(CCCC)S(=O)(=O)c1ccc(SCC(=O)OCC)c([N+](=O)[O-])c1 | 4.7 | i | 9.1 | i | -7.7 | -1.7 | 4.2 | 2.3 | -12.1 | 8.6
COc1ccc(N(CC(=O)N2CCN(c3ccc(F)cc3)CC2)S(=O)(=O)c2c(C)n[nH]c2C)cc1 | 5.3 | i | -2.7 | i | 2.2 | 0.3 | -3.4 | 2.9 | -1.2 | -2.6
CCC(=O)N1N=C(c2ccc(C)o2)CC1c1ccc(Br)cc1 (stereo not drawn) | -10.9 | i | 0.6 | i | -9.7 | -1.0 | -0.1 | 0.4 | -11.5 | 5.1
O=c1[nH][nH]cc1C=Nc1cc(Cl)ccc1O | 6.0 | i | -1.7 | i | -6.7 | 1.4 | -0.8 | -2.0 | 9.2 | -0.8
Cc1ccc(-c2cc(C(=O)N3CCN(C(=O)c4ccco4)CC3)[nH]n2)c(C)c1 | 0.0 | i | -0.9 | i | -8.0 | 2.5 | 0.7 | 0.2 | 5.7 | -0.2
Cc1noc(NS(=O)(=O)c2ccc(N3CC(O)=C(c4ccccc4)C3=N)cc2)c1C | 2.5 | i | -0.4 | i | -12.7 | 0.5 | -1.4 | -0.2 | 1.4 | -1.2
CC(=O)c1ccc(-c2c(CCO)sc3ccccc23)cc1 | 4.2 | x | -4.5 | i | x | x | x | 0.5 | 2.2 | x
CN(C)c1ccc(NC(=O)Nc2ccc3c(c2)c(=O)n(C)n3-c2ccccc2)cc1 | 1.2 | i | 6.6 | i | x | -7.1 | -0.2 | 2.9 | 3.7 | -27.3
CC(C)C(C(=O)C=[N+]=[N-])N1C(=O)c2ccccc2C1=O (stereo not drawn) | -0.7 | i | -1.3 | i | -9.2 | -0.1 | 0.3 | -0.1 | 0.9 | 1.8
O=C(COc1ccc(Cl)cc1Br)Nc1ccncc1 | 4.5 | i | -7.1 | i | -13.9 | -1.7 | 0.6 | -1.3 | -1.8 | 0.8
Cc1ccc(C(c2c(C)n(C)n(-c3ccccc3)c2=O)c2c(C)n(C)n(-c3ccccc3)c2=O)s1 | -0.5 | i | 19.3 | i | 2.5 | 1.5 | 3.6 | 0.6 | 3.6 | -4.3
O=C(CN1CCc2ccccc21)NC(=O)NC1CCCCC1 | -0.8 | i | -6.6 | i | -4.1 | -3.4 | -3.7 | 0.0 | 0.5 | -3.1
COc1ccc(NS(=O)(=O)c2ccc(N3CCOCC3)c(NC(=O)c3cccc(F)c3)c2)cc1 | -2.9 | i | -4.7 | i | -10.1 | 2.1 | -2.7 | -0.8 | 3.3 | -3.6
C=CCN1c2ccccc2[C@]23C[C@@H](C(=O)OC)N(C(=O)NC4CCCC4)C2=NC(C(=O)OC)=C(C(=O)OC)[C@H]13 | -2.8 | i | 0.5 | i | -9.8 | 2.9 | -1.1 | 0.6 | 6.2 | -1.8
Cc1cc(NC(=O)c2ccc(Br)c(S(=O)(=O)N3CCCC3)c2)no1 | 1.7 | i | -4.2 | i | -2.2 | 0.5 | -4.7 | -1.6 | 16.1 | -0.1
C[C@H]1CN([C@@H](C)CO)C(=O)c2cc(Br)cnc2O[C@@H]1CN(C)S(C)(=O)=O | -4.5 | i | -0.3 | i | x | -0.3 | -3.7 | -1.6 | 0.7 | 3.3
COCCCNCCCCSc1ccc(Cl)cc1 | 0.0 | i | -2.2 | i | -7.6 | -1.6 | -3.6 | -1.7 | -1.6 | 2.0
CC(C)(C)OC(=O)N[C@@H](Cc1ccccc1)C(=O)N1CCC(C(=O)N[C@@H](Cc2c[nH]c3ccccc23)C(=O)O)CC1 | 2.8 | i | -0.9 | i | -16.7 | -0.2 | 1.0 | -1.9 | -2.7 | 0.9

Random excerpt: three entries already listed, in no set order.
SMILES | CSN inh | Rpn11 inh | NadD inh | Neddyl block | Scp1 inh | Rin1 Abl inh | STEP block | LMPTP inh | SUMO1-SIM PPI | DNMT1 inh
Cc1ccc(C(c2c(C)n(C)n(-c3ccccc3)c2=O)c2c(C)n(C)n(-c3ccccc3)c2=O)s1 | -0.5 | i | 19.3 | i | 2.5 | 1.5 | 3.6 | 0.6 | 3.6 | -4.3
C=CCN1c2ccccc2[C@]23C[C@@H](C(=O)OC)N(C(=O)NC4CCCC4)C2=NC(C(=O)OC)=C(C(=O)OC)[C@H]13 | -2.8 | i | 0.5 | i | -9.8 | 2.9 | -1.1 | 0.6 | 6.2 | -1.8
COCCCNCCCCSc1ccc(Cl)cc1 | 0.0 | i | -2.2 | i | -7.6 | -1.6 | -3.6 | -1.7 | -1.6 | 2.0

Source: PubChem
